RXFP1 antagonist = antagonists of human relaxin receptor RXFP1; HEK293-RXFP1, relaxin-stimulated cAMP HTRF, 30 min; hits give low values; Q9HBX9; 0.59% of 350,000 active; activity change, negative = inhibition, % at 57.5 µM; AID 1259400;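 active means activity change of -60% or lower, but not beyond a set lower limit; inconclusive means change between -60% and -40%, or beyond the set limit; inactive means change above -40%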
Target sequence (Q9HBX9 whole entry, looked up): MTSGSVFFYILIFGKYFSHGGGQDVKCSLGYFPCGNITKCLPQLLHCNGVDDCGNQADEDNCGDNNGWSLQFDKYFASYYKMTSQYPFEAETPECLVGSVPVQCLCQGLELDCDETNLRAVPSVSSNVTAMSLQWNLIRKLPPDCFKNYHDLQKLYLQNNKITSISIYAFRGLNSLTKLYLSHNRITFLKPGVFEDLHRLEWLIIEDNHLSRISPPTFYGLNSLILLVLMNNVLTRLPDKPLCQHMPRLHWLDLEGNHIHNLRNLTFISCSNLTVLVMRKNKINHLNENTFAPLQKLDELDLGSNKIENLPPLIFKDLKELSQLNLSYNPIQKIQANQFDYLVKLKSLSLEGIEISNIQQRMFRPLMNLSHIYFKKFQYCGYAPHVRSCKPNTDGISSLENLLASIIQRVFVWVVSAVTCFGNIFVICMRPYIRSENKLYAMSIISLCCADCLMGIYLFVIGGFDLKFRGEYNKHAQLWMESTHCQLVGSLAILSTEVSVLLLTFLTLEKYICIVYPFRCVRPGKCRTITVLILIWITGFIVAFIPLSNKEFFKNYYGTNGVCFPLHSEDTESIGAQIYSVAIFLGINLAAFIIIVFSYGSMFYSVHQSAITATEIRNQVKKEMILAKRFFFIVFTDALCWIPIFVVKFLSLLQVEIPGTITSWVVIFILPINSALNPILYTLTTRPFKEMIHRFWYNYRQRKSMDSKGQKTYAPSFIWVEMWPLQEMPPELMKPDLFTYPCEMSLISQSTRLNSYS
* = called active by the depositor; ? = inconclusive. On the % scale 0 is the no-effect control and ±100 the full control effect.

| RXFP1 antagonist | canonical_smiles |
| --- | --- |
| -7 | CCC(C(=O)Nc1ccc(N2CCOCC2)c(S(=O)(=O)Nc2ccccc2OC)c1)c1ccccc1 (stereo not drawn) |
| 2 | O=C(COc1ccc([N+](=O)[O-])cc1)NN=C1CCCC1 |
| -4 | Cc1cc(C)c2c(=O)[nH][nH]c2n1 |
| 4 | Cc1ccc(S(=O)(=O)NCCCCCCNS(=O)(=O)c2ccc(C)cc2)cc1 |
| -4 | Cc1cc(CCNC=O)c(C)c2c1sc1ccccc12 |
| -1 | CCOc1cc(NC(=S)Nc2cccc(OC)c2)c(OCC)cc1NC(=O)C1CC1 |
| 8 | COc1ccc(OC(=O)N(C)C[C@H]2OCc3cn(nn3)CCCC(=O)N([C@H](C)CO)C[C@@H]2C)cc1 |
| 2 | COc1cc(NC(=O)c2ccc(S(=O)(=O)N(C)c3ccccc3OC)cc2)cc(OC)c1 |
| -25 | C[C@@H](O)[C@H]1C(=O)N2C(C(=O)O)=C(S[C@@H]3CN[C@H](CNS(N)(=O)=O)C3)[C@H](C)[C@H]12 |
| -5 | CC(C)CNCC(=O)N1c2ccccc2Sc2ccccc21 |
| -8 | O=C(NCCCCc1ccccc1)c1ccc(F)cc1 |
| -1 | O=S(=O)(Nc1ccccc1)C1CCCCC1 |
| 5 | CCOc1ccc(C(=O)CCC(=O)N2CCN(c3ccccc3O)CC2)cc1 |
| 14 | C[C@@H]1CN([C@H](C)CO)C(=O)c2cc(Br)cnc2O[C@H]1CN(C)Cc1cccnc1 |
| -3 | Cc1ccc2nc(N(CCN(C)C)C(=O)C3CCN(S(=O)(=O)c4cccs4)CC3)sc2c1 |
| 2 | COc1ccc(OCC(=O)N2CCCC(Nc3ccc(C)c(C)c3)C2)cc1 (stereo not drawn) |
| 10 | N#CC(=C1NC(=O)c2ccccc21)c1nc2ccccc2n1CCO |
| -7 | COc1ccc(/C=C/C(=O)OCC(=O)N(C)CC(=O)Nc2ccc(C)cc2)c(OC)c1 |
| -8 | O=C(C=Cc1cccc(O)c1)c1ccccc1O |
| -2 | C[C@@H]1CN([C@@H](C)CO)C(=O)c2cc(/C=C/c3ccccc3)cnc2O[C@@H]1CN(C)S(=O)(=O)c1ccc(F)cc1 |
| -4 | Cc1cccc(C(=O)NC(=S)NC(C)c2ccccc2)c1 (stereo not drawn) |
| -5 | COc1ccccc1N1CN(S(=O)(=O)c2ccc(C)cc2)c2nc3ccccc3nc21 |
| 6 | CC1CCN(S(=O)(=O)c2cc(C(=O)N3CCN(c4ccccc4)CC3)ccc2Br)CC1 |
| -21 | Cc1nc(-c2ccccc2)cc(-c2ccccc2)n1 |
| 6 | O=C(Nc1cccc(S(=O)(=O)N2CCCCC2)c1)c1cc(=O)[nH]c2ccccc12 |
| -16 | COc1ccc(NC(=O)CSc2nnc(CN3CCOCC3)n2C)cc1Cl |
| 0 | COCCN(C(=O)COC(=O)/C=C/c1ccc(Cl)c(Cl)c1)c1c(N)n(Cc2ccccc2)c(=O)[nH]c1=O |
| 19 | CC1CCN(CCCC(=O)c2ccc(F)cc2)CC1 |
| -14 | CCOC(=O)COc1ccc2c(C)c(CCN(CC)CC)c(=O)oc2c1Cl |
| -4 | C[C@H](CO)N1C[C@H](C)[C@H](CN(C)S(=O)(=O)c2ccccc2)OCc2ccccc2-c2c(n(C)c3ccccc23)C1=O |
| 26 | Cn1cc(C(=O)NCCc2ccccc2)c(=O)c2cc(S(=O)(=O)N3CCOCC3)ccc21 |
| 3 | CCOc1ccc(OCCCC(=O)Nc2cc(S(=O)(=O)N3CCOCC3)ccc2N2CCOCC2)cc1 |
| -30 | COc1cc2c(cc1OC)-c1cc(=Nc3c(C)cc(C)cc3C)n(C)c(=O)n1CC2 |
| -3 | Cc1cc(CNC(=O)COC(=O)C2CC3CCCC(C2)C3=O)cc(C)c1O (stereo not drawn) |
| -16 | CCN(C(=O)COC(=O)c1ccccc1Nc1ccccc1)c1c(N)n(Cc2ccccc2)c(=O)[nH]c1=O |
| -23 | Cc1nnc(NC(=O)CSc2ncnc3scc(-c4ccccc4)c23)s1 |
| -3 | CC(C)CCNC(=O)c1cc(S(=O)(=O)N2CCC3(CC2)OCCO3)ccc1F |
| 13 | CC(=O)c1ccc(N2CCC(c3cc(-c4ccc(Cl)cc4Cl)n[nH]3)CC2)c([N+](=O)[O-])c1 |
| 0 | CNC[C@@H]1Oc2cc(Br)ccc2S(=O)(=O)N([C@@H](C)CO)C[C@@H]1C |
| -2 | COc1cc(C(=O)NC(CCSC)C(=O)Nc2ccc(N3CCOCC3)cc2)cc(OC)c1OC (stereo not drawn) |
| 8 | O=C(NC(Cc1nn[nH]n1)C(=O)OCc1ccccc1)OCc1ccccc1 (stereo not drawn) |
| 1 | COc1ccccc1NC(=O)COC(=O)c1ccc2ccccc2n1 |
| -1 | CN(CC(=O)Nc1ccc(Cl)c(C(F)(F)F)c1)C(=O)C1CC(=O)N(c2ccc3c(c2)OCCO3)C1 (stereo not drawn) |
| 9 | CCCc1cc(CCC)n2nc(N)nc2n1 |
| -22 | N#Cc1cccc(NC(=O)COC(=O)c2cc(S(=O)(=O)Nc3ccccc3Cl)ccc2O)c1 |
| 7 | COc1ccc(-c2[nH]nc3nc(N4CCN(C(=O)c5ccoc5)CC4)cc(C(F)(F)F)c23)cc1 |
| -17 | CC(C)(C)OC(=O)[C@H](Cc1ccccc1)NC(=O)c1[nH]cnc1C(=O)Nc1ccccc1F |
| -1 | C[C@H]1CN([C@@H](C)CO)S(=O)(=O)c2ccc(Br)cc2O[C@@H]1CN(C)C(=O)Cc1cccnc1 |
| 1 | O=S(=O)(Nc1ccc2cn[nH]c2c1)c1cc(Br)ccc1Br |
| 6 | COc1ccc(CN(C)C[C@H]2OCCCC[C@@H](C)Oc3ccc(NC(=O)c4ccccc4)cc3C(=O)N([C@H](C)CO)C[C@@H]2C)cc1 |

(list continues)
| RXFP1 antagonist | canonical_smiles |
| --- | --- |
| -6 | Cc1sc2ncnc(N3CCC(C(=O)Nc4cc(C(F)(F)F)ccc4OCC(F)(F)F)CC3)c2c1C |
| -7 | O=[N+]([O-])c1ccc(N/N=C/c2cn(-c3ccccc3)nc2-c2ccccc2)cc1 |
| -22 | CC(=O)O[C@H](C)OC(=O)[C@@H](C)c1ccc(-c2ccccc2)c(F)c1 |
| -11 | CC(Nc1cccc(C(=O)NC2CC2)c1)c1nnc(-c2ccccc2)o1 (stereo not drawn) |
| 1 | NC(=O)c1ccc(OCc2ccccc2)nc1 |
| 8 | Cc1ccc(NC(=S)NNC(=S)NNc2ccccc2)cc1C |
| 5 | O=C(COC(=O)CN1C(=O)C2CC=CCC2C1=O)Nc1cccc([N+](=O)[O-])c1 (stereo not drawn) |
| 2 | O=[N+]([O-])c1cccc(C=NN=C2c3ccccc3-c3ccccc32)c1 |
| -16 | Cc1c(C=O)cnn1CCC(=O)O |
| 6 | CN(C)c1ccc(C(=O)NCC(c2cccs2)N2CCOCC2)cc1 (stereo not drawn) |
| 3 | Cc1ccc(NC(=O)C(C)OC(=O)C2CC3CCCC(C2)C3=O)cc1S(=O)(=O)N1CCOCC1 (stereo not drawn) |
| -14 | O=C(NCCCC1CCCC1)C1CCC(=O)N(Cc2ccccc2F)C1 (stereo not drawn) |
| 0 | CC(C)CC(=O)Nc1nnc(SCC(=O)NC2CCCC2)s1 |
| 2 | Cc1ccc(C(=O)N(Cc2ccco2)c2c(N)n(Cc3ccccc3)c(=O)[nH]c2=O)cc1 |
| -3 | CCCOC(=O)CSc1nc(N)c(C#N)c(-c2ccco2)c1C#N |
| 0 | CC(=O)Nc1ccc2c(c1)C(=O)c1ccc(Cl)cc1-2 |
| 2 | CC(=O)Nc1ccc(NC(=O)CCCN2C(=O)C(c3ccccc3)Oc3cccnc32)cc1 (stereo not drawn) |
| -27 | CN(C(=O)COC(=O)C12CC3CC(CC(Cl)(C3)C1)C2)c1ccccc1 |
| 7 | N=C(N)N |
| -3 | Cc1ccc(NC(=O)c2cc(S(=O)(=O)N3CCCCC3)ccc2N2CCOCC2)cc1 |
| 3 | C[C@H](CO)N1C[C@H](C)[C@@H](CN(C)CC2CCOCC2)Oc2ncc(Br)cc2C1=O |
| 5 | COc1cc(C=CC(=O)c2cc(OC)c(OC)c(OC)c2)cc(OC)c1OC |
| -32 | COc1ccc(NS(=O)(=O)c2cccc(C(=O)NN=Cc3cc(Br)c(O)c(Br)c3)c2)cc1 |
| ? | O=[N+]([O-])c1ccc(NN=Cc2ccccc2O)nc1 |
| -6 | Cc1ccc(C)c(OCCC(=O)OCC(=O)NC(=O)NC2CCCCC2)c1 |
| 2 | Cc1cc(/C=C2/C(=N)N3C(c4ccccc4)=CSC3=NC2=O)c(C)n1-c1ccc(Cl)cc1 |
| -9 | CO[C@@H]1[C@@H](OC2OC(C)C(OC3CC(C)(O)C(O)C(C)O3)C(N(C)C)C2O)[C@@H](CC=O)C[C@@H](C)[C@@H](OC2CCC(N(C)C)C(C)O2)/C=C/C=C/C[C@@H](C)OC(=O)C[C@H]1OC(C)=O (stereo partly drawn) |
| 0 | O=C(Nc1ccc([N+](=O)[O-])cc1)c1cccc([N+](=O)[O-])c1 |
| -24 | NC(=O)N/N=C/c1sc(N2CCCCC2)nc1-c1cccs1 |
| -17 | Clc1nc(-c2ccccc2)ncc1Oc1ccccc1 |
| -10 | CCC1=C(c2ccc(OC)cc2)CCC(C(=O)O)C1C (stereo not drawn) |
| 1 | Cc1ccc2c(c1C)C(=O)C(=O)N2 |
| 2 | CCOC(=O)CNC(=O)C(Cc1ccccc1)NS(=O)(=O)c1ccc2c(c1)CCC(=O)N2 (stereo not drawn) |
| 12 | Cc1c(C(=O)NC2CC(C)(C)NC(C)(C)C2)oc2c(Cl)cccc12 |
| -9 | COc1cc2c(c(NC(C)=O)c1)N(C(C)=O)CCC2 |
| -14 | Cc1cc(C)c(C)c(S(=O)(=O)Nc2ccccc2C(=O)NN2CCOCC2)c1C |
| 1 | COc1ccc(C)cc1S(=O)(=O)N(C)CC(=O)N1CCCCC1 |
| -16 | COc1cc(C(=O)OCc2csc(CC(=O)Nc3cc(C)ccc3C)n2)ccc1OC(F)F |
| 7 | O=C(CC1CC2CCC1C2)N1CCN(S(=O)(=O)c2ccc(C(F)(F)F)cc2)CC1 (stereo not drawn) |
| 8 | Nc1cc2c(cc1Br)-c1ccccc1C2=NO |
| 19 | COc1ccc(-c2ccc(CN3C(CC(C)C)C(=O)N(Cc4cn(CCC5OCCO5)nn4)CCS3(=O)=O)cc2)cc1OC (stereo not drawn) |
| 0 | O=C(OCc1cn([C@H]2C[C@H](c3ccc(Cl)cc3)N(Cc3cccs3)C[C@@H]2O)nn1)c1ccccc1 |
| -15 | Cc1cccc(C)c1NC(=O)COC(=O)[C@@H]1CCCN1C(=O)c1cccs1 |
| 8 | CCCN(C(=O)CSc1ncccn1)C1CCS(=O)(=O)C1 (stereo not drawn) |
| 0 | COc1ccc(NC(=O)C[C@H]2C(=O)N(C3CCCCC3)C[C@@H]2C)cc1 |
| -2 | O=C(COC(=O)c1ccccc1Br)Nc1cccnc1Cl |
| -5 | CC(C)(C)c1cc(CCC(=O)Nc2ccncc2)cc(C(C)(C)C)c1O |
| -1 | CCCCN1C(=O)C(CC(=O)NCCc2ccccn2)CC(C(=O)N(CC)CC)=C1C (stereo not drawn) |
| 5 | O=C(CC1SC(N2CCOCC2)=NC1=O)Nc1ccc(F)cc1 (stereo not drawn) |
| -16 | C=CCOc1ccc(/C=C/C(=O)OCC(=O)NNC(=O)c2ccccc2F)cc1 |

Remaining list, next part:
| RXFP1 antagonist | canonical_smiles |
| --- | --- |
| -5 | CN(C)CC1(C)Cc2ccsc2C1O (stereo not drawn) |
| -4 | CCN(CC)C(=O)C1=C(C)N(CCCOC)C(=O)C(CC(=O)NCc2ccco2)C1 (stereo not drawn) |
| 4 | O=C(NCCNc1ccc([N+](=O)[O-])cc1)c1ccccc1Cl |
| 1 | Cc1cc(O)c(Sc2ccc(Cl)cc2)c(=O)[nH]1 |
| 8 | COC(=O)[C@H](CC(C)C)NS(=O)(=O)c1ccc(F)cc1Br |
| -6 | CNC(=O)c1nn(C)c(=O)[nH]c1=O |
| -11 | O=C(NCC(c1cccs1)N1CCOCC1)C1CCN(S(=O)(=O)c2cc(Cl)ccc2Cl)CC1 (stereo not drawn) |
| 17 | COCCn1nnnc1C(c1ccccc1OC)N1CCc2ccccc2C1 (stereo not drawn) |
| -11 | CCC(c1nnc(SCC(=O)N(C)c2ccccc2)n1Cc1ccccc1)N(C)C (stereo not drawn) |
| 5 | O=C(CN1C(=O)NC2(CCCCCCC2)C1=O)NCc1ccc(F)cc1 |
| 7 | CCCn1c(C)cc(C(=O)CN2C(=O)c3ccccc3C2=O)c1C |
| -3 | COc1ccc(NC(=O)Nc2cccc(OC)c2)cc1 |
| -38 | COc1ccc(/C=C2\SC(=S)N(CCCC(=O)N3CCOCC3)C2=O)cc1 |
| 4 | O=C(O)C1CCC(C(=O)O)SS1 (stereo not drawn) |
| -21 | O=S(=O)(c1cccc(-c2n[nH]c(=S)n2-c2ccccc2Cl)c1)N1CCOCC1 |
| -4 | Cc1cc(=O)c2c(N(C)C)cccc2[nH]1 |
| 1 | N#Cc1ccc(N)cc1OCCCN1CCCCC1 |
| 3 | COc1ccc(NC(=O)c2c(F)cccc2Cl)cc1S(=O)(=O)N1CCOCC1 |
| -3 | COc1ccc(C(=O)Nc2ccc(Nc3ccccc3)cc2)cc1Br |

Screening results (PubChem)

Not all compounds are listed (hit frequency here may not be typical).
